High-throughput results as filed in PubChem BioAssay.
C2C12 statin: protects C2C12 myotubes from simvastatin toxicity. 330,000 tested, 0.78% active. ATP luminescence, 48 h; scaled: DMSO 0, geranylgeraniol control 100. rescue of ATP level, % at 7.49 µM;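 active = mean ATP rescue above about 67%, or every replicate alone reaching that limit, limit read from the data, passing the limit was not always enough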;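 note: myotubes were challenged with 10 µM simvastatin during compound exposure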
PGC1a acetyl inh: PGC1a acetylation modulation, inhibitor mode; U2OS PGC1a acetylation, AlphaScreen anti-acetyl-lysine; with virally co-expressed GCN5 acetyltransferase; inhibition, % at 15.6 µM; 350,000 tested, 0.17% active;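 active = every replicate shows inhibition of at least 40%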;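 note: 0% = neutral control wells and 100% = positive control wells; some results beyond the cut were filed as inactive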
XiGFP reactiv: reactivates the inactive X chromosome in mouse fibroblasts; XiGFP mouse fibroblasts, % GFP-positive cells imaging, 3 d; cells co-treated with 5-aza-dC sensitizer; scaled so ellipticine positive control = 100%; 360,000 tested, 0.055% active; activation, % at 7.58 µM;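 active = mean normalized replicate activation at least 10% and every replicate at or above 10%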;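 note: 0% = median of on-plate neutral control wells and 100% = ellipticine 6 µM median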
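Schedule: 3 d treatment, 15 min room-temperature fixation; system: 68-5-11 XiGFP fibroblast line; buffer or medium: DMEM plus 5-aza-dC sensitizer; control set: ellipticine 6 µM positive control; compound: one concentration, pinned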
S100A4 MyoIIA: S100A4-myosin IIA interaction inhibition. P26447. S100A4/TAMRA-MyoIIA peptide fluorescence polarization. inhibition, % at 10.7 µM. 360,000 tested, 0.14% active. AID 652163;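 active = mean inhibition of at least 70% across replicates, with every replicate also reaching that level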
Target sequence (P26447 whole entry, looked up): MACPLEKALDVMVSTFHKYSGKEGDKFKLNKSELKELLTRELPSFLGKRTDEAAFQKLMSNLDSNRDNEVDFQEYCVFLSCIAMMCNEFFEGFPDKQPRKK
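Material: S100A4 monomer protein | Medium: HEPES pH 7.2 with CaCl2, KCl, NaCl, DTT, Triton | Reagent: Labelled myosin peptide probe, 5 nM | Doses: One dose per compound | Times: 5 min incubation before reading | Benchmarks: Neutral control DMSO, positive control TFP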
SIRT5 inh: blocks human SIRT5 desuccinylation of peptide; Q9NXA8; 330,000 tested, 1.1% active; inhibition, % at 15 µM; Purified SirT5, succinyl-peptide AMC, trypsin-coupled fluorescence; in the data active = inhibition above about 15%
Cneo AK release: causes C. neoformans cell lysis | adenylate kinase release luminescence, 4 h; normalised: neutral wells 0, clomiphene wells 100 | 360,000 tested, 0.2% active | lysis activity, % at 15 µM;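 active = mean lysis activity across replicates of at least 80%, whatever share of replicates individually reach that level; inactive = mean lysis activity below 80%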
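Material – log-phase Cryptococcus neoformans yeast cells · Input – 5 × 10^6 yeast cells/mL · Medium – fresh YPD growth medium · Doses – single compound concentration per well · Timing – static 4 h at 37 °C with compound, 1 h detection · Detection – adenylate kinase release luminescence · Read-out – signal increase indicating cell lysis · Control set – Clomiphene as positive lysis control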
ERAP1 inh: ERAP1 (human) enzyme inhibition; 340,000 tested, 0.15% active; inhibition, % at 10.7 µM; Q9NZ08; recombinant ERAP1, Leu-AMC fluorescence, 60 min;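 active = mean replicate inhibition of at least 30%, or all replicates individually reaching that 30% level; inactive = mean below 30% and not every replicate reaching it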;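 note: 0% = neutral control wells and 100% = L-leucinethiol positive control wells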
Target sequence (Q9NZ08 whole entry, looked up): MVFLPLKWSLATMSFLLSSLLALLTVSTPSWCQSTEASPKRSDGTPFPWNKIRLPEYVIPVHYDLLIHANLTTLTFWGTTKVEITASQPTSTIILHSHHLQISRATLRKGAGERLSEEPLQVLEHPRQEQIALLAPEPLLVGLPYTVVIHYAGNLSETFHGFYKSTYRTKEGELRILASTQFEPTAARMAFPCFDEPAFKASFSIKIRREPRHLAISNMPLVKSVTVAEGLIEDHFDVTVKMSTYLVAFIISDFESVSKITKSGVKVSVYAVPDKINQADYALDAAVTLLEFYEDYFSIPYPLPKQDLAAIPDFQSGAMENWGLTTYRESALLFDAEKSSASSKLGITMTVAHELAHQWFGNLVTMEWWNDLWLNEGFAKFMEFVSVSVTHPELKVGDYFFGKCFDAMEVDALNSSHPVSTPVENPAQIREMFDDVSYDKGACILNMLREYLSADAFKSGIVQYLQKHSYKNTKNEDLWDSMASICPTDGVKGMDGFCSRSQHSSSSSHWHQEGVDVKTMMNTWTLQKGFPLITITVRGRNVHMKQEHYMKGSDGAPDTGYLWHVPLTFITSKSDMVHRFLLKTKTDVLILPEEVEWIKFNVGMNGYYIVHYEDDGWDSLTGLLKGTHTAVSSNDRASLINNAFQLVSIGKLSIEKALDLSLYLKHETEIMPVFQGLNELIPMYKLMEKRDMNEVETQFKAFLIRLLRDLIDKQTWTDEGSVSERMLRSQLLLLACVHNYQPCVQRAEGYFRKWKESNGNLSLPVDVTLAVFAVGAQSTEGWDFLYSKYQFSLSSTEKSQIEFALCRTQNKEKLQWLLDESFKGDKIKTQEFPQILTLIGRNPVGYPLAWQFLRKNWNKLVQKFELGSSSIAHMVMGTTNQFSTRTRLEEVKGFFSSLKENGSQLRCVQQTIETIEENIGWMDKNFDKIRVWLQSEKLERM
LGR2 antag: Drosophila LGR2 receptor signaling inhibition; 380,000 tested, 0.35% active; HEK293 LGR2, CRE-luciferase, bursicon-stimulated, 4 h; inhibition, % at 9.99 µM;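 active = drop in luminescence signal, shown as inhibition above about 50% in the replicate tests, limit read from the data, passing the limit was not always enough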;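 note: agonist challenge used bursicon conditioned medium at about half maximal strength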
The depositor's hits bear a star; nt = not tested or not shown.

SMILES	C2C12 statin	PGC1a acetyl inh	XiGFP reactiv	S100A4 MyoIIA	SIRT5 inh	Cneo AK release	ERAP1 inh	LGR2 antag
Cc1ccc2nc(CN(C)C(=O)[C@H]3O[C@@H](n4ccc(=O)[nH]c4=O)[C@H](O)[C@@H]3O)[nH]c2c1	-4	9	nt	-4	-1	-1	-5	13
CC(C)CNC(=O)c1cccc(NC(=O)c2ccc3c(c2)C(=O)N(C)C3=O)c1	-6	4	0.0	-6	-2	-14	-1	-4
COc1ccc(NC(=O)Nc2ccc3c(c2)N(C)C(=O)CS3)cc1OC	-4	3	-0.1	-11	nt	2	nt	-18
Oc1cccc(NC(=S)Nc2cccnc2)c1	18	2	-0.1	nt	nt	0	nt	8
COc1ccc(-c2c(-c3ccsc3)oc(=O)c3cc(OC)c(OC)cc23)cn1	-18	-18	0.0	-1	nt	0	-2	-2
CC(=O)N1Cc2cc([N+](=O)[O-])ccc2Oc2ccccc21	nt	nt	0.1	10	-1	nt	0	-3
Cc1noc(C)c1NC(=O)N[C@@H]1CC[C@@H](CC(=O)NCCCN(C)C)O[C@H]1CO	2	3	-0.3	-9	0	-2	0	5
O=C(CSc1nnc(-c2ccncc2)o1)Nc1nncs1	-4	6	0.0	4	-1	1	-2	3
CCCC(=O)NC(c1cccs1)c1cc(Cl)c2cccnc2c1O (configuration not stated)	nt	19	0.4	-5	2	nt	-4	4
O=C(NCC(c1ccco1)N1CCOCC1)c1ccc(C(F)(F)F)cc1 (configuration not stated)	-5	nt	0.0	3	-1	0	1	22
O=C(NCc1ccc(F)cc1)C(c1ccccc1)N(C(=O)c1csnn1)c1ccccc1 (configuration not stated)	-12	-27	0.1	-4	-5	2	0	-4
CCN(CC)S(=O)(=O)c1ccc(C(=O)NN(C)C2=NS(=O)(=O)c3ccccc32)cc1	3	nt	0.1	0	0	-2	3	3
CCc1cccc(C)c1NC(=O)N(C)C1CCCCC1	16	nt	-0.1	-7	-2	1	6	-7
CCOc1ccc(C=NN2CCCCCC2)cc1OCC	-1	4	0.1	-3	-4	0	2	-13
C=C1c2ccccc2O[C@H](C(=O)OCC)[C@@H]1C1CCCCC1	2	2	0.2	-1	0	-2	nt	-1
CCN(CC)S(=O)(=O)c1ccc(N2CCCC2)c(NC(=O)Cc2ccccc2)c1	11	nt	0.3	14	-2	nt	nt	20
CCOC(CNC(=O)c1cccc([N+](=O)[O-])c1)OCC	-2	-2	0.1	1	-4	2	-1	2
O=C(CSc1ccc(Br)cc1)NC1CCS(=O)(=O)C1 (configuration not stated)	5	nt	0.4	-2	-10	1	4	6
NC(c1csc(Nc2cc(Oc3ccccc3)ncn2)n1)C1CCCCC1 (configuration not stated)	0	2	0.0	1	nt	7	1	7
O=C(CNS(=O)(=O)c1ccc(Br)cc1)N1CCN(Cc2ccccc2)CC1	12	nt	0.0	-7	2	1	-2	6
O=S(=O)(c1ccc(F)c(Cl)c1)N1CCN(C/C=C/c2ccccc2)CC1	-5	-1	0.1	-5	-4	1	-2	-17
S=c1[nH]nc(-c2cccs2)n1/N=C/c1c(Cl)cccc1Cl	nt	nt	0.0	-4	-3	nt	-1	1
Cc1sc2ncnc(N3CCC(C(=O)Nc4cc(Cl)ccc4Cl)CC3)c2c1C	5	nt	0.2	-3	-5	1	3	19
CN(C(=O)c1cccc(NC(=O)c2ccco2)c1)c1ccccc1	6	-7	0.2	1	-1	-4	nt	11
COC(=O)C1=C(C)N(Cc2ccco2)C(=O)N[C@@H]1c1ccco1	8	3	0.1	-2	3	-1	-4	11

Profiles, quoted from the list. Order of values: C2C12 statin, PGC1a acetyl inh, XiGFP reactiv, S100A4 MyoIIA, SIRT5 inh, Cneo AK release, ERAP1 inh, LGR2 antag
`O=C(CSc1nnc(-c2ccncc2)o1)Nc1nncs1` as listed: -4, 6, 0.0, 4, -1, 1, -2, 3
`CCOc1ccc(C=NN2CCCCCC2)cc1OCC` as listed: -1, 4, 0.1, -3, -4, 0, 2, -13
`CC(=O)N1Cc2cc([N+](=O)[O-])ccc2Oc2ccccc21` as listed: nt, nt, 0.1, 10, -1, nt, 0, -3
`C=C1c2ccccc2O[C@H](C(=O)OCC)[C@@H]1C1CCCCC1` as listed: 2, 2, 0.2, -1, 0, -2, nt, -1

Going on with the list.
SMILES	C2C12 statin	PGC1a acetyl inh	XiGFP reactiv	S100A4 MyoIIA	SIRT5 inh	Cneo AK release	ERAP1 inh	LGR2 antag
CCOC(=O)c1c(NC(=O)CCC(=O)N(CC)CC)sc2c1CC(C)(C)OC2	nt	-6	0.7	-8	-2	1	-4	5
C=CCOC(=O)C1=C[C@H](c2ccc(C(F)(F)F)cc2)[C@@H](CCCO)[C@H](OCC)O1	5	-14	0.0	-1	0	-2	2	19
O=C(CN1CCOCC1)N1CC[C@@H]2[C@H]1c1cc(-c3ccc(F)cc3)ccc1N[C@@H]2CO	-22	1	0.1	nt	-9	-7	nt	-17
COc1ccc(Br)cc1CN(C)C(C)C(=O)Nc1cccc(C(C)=O)c1 (configuration not stated)	nt	nt	0.3	0	0	nt	-2	-25
COc1ccc(C(O)c2ncc(-c3cccc(C(F)(F)F)c3)[nH]2)cc1F (configuration not stated)	0	nt	0.0	-2	nt	0	-3	6
COc1ccc(-c2cc3c(=O)n(CC(=O)NCc4ccc(F)cc4)ncn3n2)cc1	-8	-3	0.1	-1	-4	-1	0	-35
COc1ccc(S(=O)(=O)Nc2ccc3c(c2)CC(=O)N([C@@H](C)CO)C[C@@H](C)[C@H](CN(C)S(=O)(=O)c2ccc(Cl)cc2)O3)cc1	34	-2	-1.3	-40	12	3	0	-10
COc1ccccc1C(=O)N1CCN(c2nc3cc(C)cc(C)c3cc2C#N)CC1	-17	nt	0.6	2	-2	-1	2	0
COc1ccc(NC(=O)NCc2ccc3c(c2)OCO3)cc1	nt	nt	0.2	-7	-7	nt	-2	9
C[C@@H](NC(=O)C[C@@H]1C[C@@H]2c3cc(NC(=O)C4CCC4)ccc3O[C@@H]2[C@H](CO)O1)c1ccccc1	-1	-5	0.4	-11	-13	-9	-1	-3
O=C(NCc1cccs1)C1CC(=O)N(c2ccc(Cl)cc2)C1 (configuration not stated)	nt	nt	0.0	7	2	nt	3	nt
CCOC(=O)c1ccc(N2C(=O)CC(NNC(=O)c3ccc(Br)s3)C2=O)cc1 (configuration not stated)	-2	8	0.5	-3	3	1	nt	-1
Cc1ccc(C)c(S(=O)(=O)N2CCN(C(=O)Cn3[nH]c(=O)c4ccccc4c3=O)CC2)c1	-13	12	0.4	-6	-1	-2	3	-4
Cc1cc(C)cc(C(=O)Nc2cccnc2Cl)c1	-1	nt	0.0	-2	-3	1	0	10
C[C@@H]1CN([C@H](C)CO)C(=O)c2cc(N(C)C)ccc2O[C@@H](C)CCCCO[C@@H]1CN(C)C(=O)CCC(F)(F)F	-2	20	-0.7	6	1	3	1	-6
C[C@H](NCc1c[nH]c2ccccc12)c1ccccc1	-1	3	0.3	0	-1	-2	-3	5
COc1ccc(C)cc1S(=O)(=O)n1cnc2ccccc21	-1	nt	0.0	-3	-3	0	-3	19
FC(F)(F)c1cccc(Cc2noc(CN3CCCC3)n2)c1	nt	nt	0.1	-2	-2	nt	-1	21
COc1ccc2c3c([nH]c2c1)[C@H](CO)N(C(=O)Nc1ccccc1F)CC31CCN(C(=O)C2CC2)CC1	nt	-5	0.2	-2	4	nt	2	-10
CCN(Cc1ccccc1)C(=O)c1cc(COc2c(F)cccc2F)on1	38	1	0.0	1	-1	0	-6	-7
Cc1ccccc1N(CC(=O)NCCSCc1ccco1)S(C)(=O)=O	nt	nt	nt	1	-4	nt	14	4
C[C@@H]1CN([C@@H](C)CO)C(=O)c2cc(NC(=O)Nc3ccccc3)ccc2O[C@@H](C)CCCCO[C@@H]1CN(C)C(=O)CCCN(C)C	nt	-2	0.1	2	-2	6	-1	16
O=C(NCc1nc2ccccc2[nH]1)C1=C[C@H](c2ccc(C(F)(F)F)cc2)C[C@H](OCc2ccc(CO)cc2)O1	17	nt	-0.2	-13	8	-2	-4	1
COc1ccc(CN2CCC(C(=O)N3CCCC(C)C3)CC2)cc1OC (configuration not stated)	5	5	0.3	2	-3	-1	-1	24
N#C/C(=C/c1ccc(N2CCCCC2)cc1)c1cccc(F)c1	-13	nt	-0.1	nt	nt	-1	nt	-58
Continuation.
SMILES	C2C12 statin	PGC1a acetyl inh	XiGFP reactiv	S100A4 MyoIIA	SIRT5 inh	Cneo AK release	ERAP1 inh	LGR2 antag
CN(C)CCCN(C(=O)c1ccc(S(=O)(=O)N2CCCCC2)cc1)c1nc2cc3c(cc2s1)OCO3	-6	-3	0.0	-29	-2	1	-3	4
O=C(C[C@@H]1C=C[C@@H](NC(=O)c2cccnc2)[C@H](CO)O1)NCCN1CCCCC1	-13	8	0.6	-39	-6	-2	1	6
C[C@@H]1CN([C@H](C)CO)C(=O)c2cc(NC(=O)Cn3cnnn3)ccc2O[C@H]1CN(C)C(=O)NC1CCCCC1	20	6	1.0	-2	8	-3	7	-2
COc1ccc2c3c(n(C)c2c1)[C@@H](CO)N(CC1CCCC1)CC31CCN(Cc2nccs2)CC1	nt	nt	0.6	15	6	nt	-1	7
COC(=O)c1ccccc1NC(=O)CSc1nnnn1CC(=O)O	-12	nt	-0.1	-2	-1	1	-1	4
Cc1cc(C)c(NC(=O)CN(c2ccccc2)S(=O)(=O)N(C)C)c(C)c1	-11	-16	nt	nt	nt	1	nt	3
CCOC(=O)C1=C(COC(=O)c2cc([N+](=O)[O-])ccc2Cl)NC(=O)NC1C (configuration not stated)	6	5	0.1	-8	nt	2	-1	-13
COc1cc(NC(=O)c2cccnc2)c(Cl)cc1NC(=O)c1ccccc1	-5	nt	0.2	-4	-1	0	4	0
O=C1/C(=C/c2ccncc2)SC(=S)N1N1CCOCC1	nt	10	0.1	3	-6	4	1	-6
Cc1ccc(CNC(=O)C2CCC(=O)N(C3CC3)C2)cc1 (configuration not stated)	30	-1	0.3	1	-1	16	-2	5
O=C(Oc1ccc2c(c1)OCO2)c1cccs1	nt	-1	nt	-3	-5	0	-4	-14
CC(=O)c1c(O)c2cccc3c2n(c1=O)CCC3	5	3	0.1	0	2	-1	4	-31
O=C(Cc1ccncc1)N1CC(=O)N2[C@H](CO)[C@H](c3ccc(C4=CCCC4)cc3)[C@@H]2C1	nt	1	0.1	2	-1	nt	-1	4
C[C@@H]1CN([C@H](C)CO)S(=O)(=O)c2ccc(-c3ccc(C#N)cc3)cc2O[C@H]1CN(C)Cc1cccc(F)c1	-57	-16	-0.7	-2	3	1	3	26
COc1ccc(-n2c(Cc3cccn3C)nnc2SCC(N)=O)cc1	7	nt	0.1	1	nt	-6	nt	5
COc1ccccc1CNC(=O)C[C@@H]1CC[C@@H]2[C@H](COC[C@H](O)CN2Cc2ccc3c(c2)OCO3)O1	16	7	0.1	3	3	4	2	-3
CCNC[C@H]1[C@H](c2ccc(C3=CCCCC3)cc2)[C@@H](CO)N1C(=O)NC(C)C	7	-14	0.2	-19	-2	-3	nt	11
CN(Cc1ccccc1)C(=O)c1ccc(NC(=O)Cc2ccc(NC(=O)C3CCCN(C(=O)C4CCC4)C3)cc2)cc1 (configuration not stated)	-5	nt	-0.1	5	-7	1	-1	-17
C[C@@H]1CN([C@@H](C)CO)C(=O)Cc2cc(NS(=O)(=O)c3cccs3)ccc2O[C@H]1CN(C)C(=O)Nc1ccc2c(c1)OCO2	-5	-2	0.3	2	8	2	0	2
COc1ccccc1NS(=O)(=O)c1ccc(N/N=C/C=C/c2ccccc2[N+](=O)[O-])c([N+](=O)[O-])c1	nt	nt	0.0	0	1	nt	18	13

Some of the compounds tested. The share of hits here may be higher or lower than overall.
